# IMPase cell inh = qHTS Assay for Identifying the Cell-Membrane Permeable IMPase Inhibitors | Inositol monophosphatase 1 (Rattus norvegicus), P97697 | inhibition (IP1 accumulation), % at 46.1 µM | 120,000 tested, under 10 active | CHO-M1 cells, IP1 accumulation, HTRF TR-FRET ratio; active = well fitted curve in the direction sought with a large enough effect in the signal ratio, not every such curve was filed as active; inconclusive = small, poorly fitted or top-dose-only effect, or a change in a side signal; inactive = no such curve, though single readings can be large or run the other way; the % refers to the signal ratio;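 also: cells stimulated with carbachol in lithium chloride buffer; plate controls were DMSO basal wells for no effect and reference inhibitor wells for full effect; higher means more IMPase inhibition seen as more IP1 and lower FRET ratio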
# Target sequence (P97697 whole entry, looked up): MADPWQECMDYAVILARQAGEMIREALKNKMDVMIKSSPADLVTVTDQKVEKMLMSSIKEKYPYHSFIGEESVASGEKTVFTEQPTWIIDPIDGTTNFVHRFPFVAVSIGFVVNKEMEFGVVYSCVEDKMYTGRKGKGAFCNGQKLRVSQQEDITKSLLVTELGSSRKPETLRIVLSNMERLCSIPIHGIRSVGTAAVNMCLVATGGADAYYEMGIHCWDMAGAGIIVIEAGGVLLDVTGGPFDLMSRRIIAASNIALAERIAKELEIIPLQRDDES
#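 In this qHTS, compounds (final up to 46 uM) act on CHO-M1 cells that are then activated through the M1 receptor with carbachol, in pH 7.4 buffer containing 50 mM LiCl, for 30 min. IP1 accumulation is quantified by the IP-One immunoassay.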
# ALOX15B inhib = qHTS Assay for Inhibitors of 15-hLO-2 (15-human lipoxygenase 2); Polyunsaturated fatty acid lipoxygenase ALOX15B (Homo sapiens), O15296; purified 15hLO-2, xylenol orange hydroperoxide absorbance; Potency, µM (highest dose often 57.1 µM), for the others: top-dose activity change, negative = inhibition, actives largely listed as inhibitors; 110,000 compounds, 0.56% hits; also: potency is read from the fitted curve at half-maximal effect; nearly all actives have a fitted effect of over 60% in size; many of its hits are not listed in these tables
#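 Enzyme 50 nM, AA 45 uM, 25 mM Hepes pH 7.5 + 0.01% Triton X-100; cpd preinc 15 min RT, rxn 90 min RT; stop/detect with 200 uM XO + 300 uM Fe(II) in 50 mM H2SO4, 30 min; A573/A405.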
# PNC inhibitor = High Content Assay for Compounds that inhibit the Assembly of the Perinucleolar Compartment. PC3M PTB-GFP, PNC prevalence imaging, 16 h; stronger effect = lower value. activity change (PNC), negative = inhibition, % at 10 µM. 140,000 compounds, 3.1% hits;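 active = readout at or below -70, meaning at least 70% loss of cells showing the perinucleolar compartment, a nuclear body marking cancer cells; inconclusive = readout between -30 and a set limit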;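 also: plate controls were DMSO wells for no effect and camptothecin positive control wells for full effect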
#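 PC3M cells stably expressing PTB-GFP, 750–1000 cells/well, treated 16 h at 37 °C with compound (23 nl of library stock), in duplicate. After paraformaldehyde fixation and Hoechst stain, imaged at 20x; PNC prevalence scored by image analysis.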
# 12-hLO inh = qHTS Assay for Inhibitors of 12-hLO (12-human lipoxygenase) | Polyunsaturated fatty acid lipoxygenase ALOX12 (Homo sapiens), P18054 | 150,000 compounds, 0.12% hits | Potency, µM (doses to about 57.1 µM), for inactives: at the top dose activity change, negative = inhibition, hits mostly inhibitors | purified 12-hLO, xylenol orange hydroperoxide absorbance; also: potency is read from the fitted curve at half-maximal effect; nearly all actives have a fitted effect of over 55% in size; many of its hits are not listed in these tables
# Target sequence (P18054 whole entry, looked up): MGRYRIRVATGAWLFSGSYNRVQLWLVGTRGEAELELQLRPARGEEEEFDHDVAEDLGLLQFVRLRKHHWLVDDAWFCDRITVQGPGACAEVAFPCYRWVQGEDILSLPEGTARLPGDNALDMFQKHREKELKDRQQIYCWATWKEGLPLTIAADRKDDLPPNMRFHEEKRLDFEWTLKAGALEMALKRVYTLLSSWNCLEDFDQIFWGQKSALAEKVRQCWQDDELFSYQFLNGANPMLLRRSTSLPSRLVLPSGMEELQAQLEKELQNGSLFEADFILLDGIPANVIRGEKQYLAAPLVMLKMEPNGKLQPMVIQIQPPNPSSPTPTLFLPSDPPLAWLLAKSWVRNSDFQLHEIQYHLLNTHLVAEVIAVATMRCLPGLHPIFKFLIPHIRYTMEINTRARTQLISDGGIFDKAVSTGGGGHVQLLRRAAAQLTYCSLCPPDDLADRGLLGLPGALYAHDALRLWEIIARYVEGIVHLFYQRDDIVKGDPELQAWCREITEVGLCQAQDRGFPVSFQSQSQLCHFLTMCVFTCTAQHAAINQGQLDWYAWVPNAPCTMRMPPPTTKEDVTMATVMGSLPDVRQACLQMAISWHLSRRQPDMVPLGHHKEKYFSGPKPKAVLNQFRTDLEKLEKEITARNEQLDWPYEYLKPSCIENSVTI
#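 Hydroperoxide formation by human 12-lipoxygenase from 40 uM arachidonic acid was followed colorimetrically via ferric-xylenol orange complex, using the 573/405 nm absorbance ratio. Enzyme concentration was 150 nM, with 30 min reaction at room temperature.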
# Active calls of the source: *; u = inconclusive; x = no result given; [ ] = another dose, or the depositor's remark. Unless noted, calls follow the shape of the dose curve; as a rule, active = well fitted curve in the direction sought with a large enough effect; inconclusive = small, poorly fitted or top-dose-only effect, or another doubt; inactive = no such curve, though single readings can be large; an effect the other way counts as inactive or inconclusive. Unless noted, % is scaled to controls: 0 for no effect and ±100 for the full control effect. These rows are one share of the data; the hit share may differ from the screen's.
cpd	molecule	ALOX15B inhib	PNC inhibitor	IMPase cell inh	12-hLO inh
1	O=C(CSc1nc2ccccc2o1)Nc1ccc(N2CCOCC2)cc1	-9.0%	50.1	6.8	4.3%
2	CCN(CC)C(=O)CSc1nc2ccccc2c(=O)n1OC	1.8%	37.3	1.3	-0.2%
3	COc1ccc2nc(SCC(=O)N3CC(=O)Nc4ccccc43)c(C#N)cc2c1	0.5%	u	-7.9	4.9%
4	CC1=NN(c2ccccc2)C(=O)/C1=C\c1ccc(Br)s1	x	-22.5	x	-4.2%
5	Cc1cc(-c2ccccc2)nc2[n+]1CCN2C	4.1%	6.3	5.4	0.7%
6	COC(=O)c1ccccc1OCCCOc1ccc(C=O)cc1OC	-4.8%	74.6	6.2	-2.8%
7	COc1ccc(OC)c(C2C(C#N)=C(N)Oc3cc(C)n(Cc4ccccn4)c(=O)c32)c1 (stereo unspecified)	0.5%	20.2	1.2	2.7%
8	C[n+]1cnc(-c2ccccc2)cc1-c1ccccc1	x	u	x	2.3%
9	Clc1ccc2[nH]c3c(N4CCC5(CC4)OCCO5)ncnc3c2c1	23.6%	-25.5	-13.5	-6.6%
10	CCCn1nc(C(=O)NCc2ccccn2)c2ccccc2c1=O	-2.2%	14.8	-2.7	8.3%
11	CCC(C(=O)Nc1cccc(C(F)(F)F)c1)c1ccccc1 (stereo unspecified)	-4.8%	6.9	5.1	0.6%
12	CCOC(=O)c1cc(NC(=O)c2ccc(C)cc2)c(=O)oc1-c1ccccc1	-11.2%	38.1	-0.5	-1.2%
13	CC1CN(C(=O)CSc2nnc3c(Cl)cc(Cl)cn23)CC(C)O1 (stereo unspecified)	-5.7%	36.3	-5.2	6.3%
14	Cc1cc(C(=O)CSc2nn3c(=O)c(C(C)(C)C)nnc3s2)c(C)n1-c1ccc(F)cc1	-27.1%	34.4	-17.4	-8.9%
15	Cc1ccc(NC(=O)c2ccc(Cn3cc([N+](=O)[O-])cn3)cc2)c(C)c1	x	52.9	x	-4.7%
16	CCOC(=O)c1c(NC(=O)CN2C(=O)NC3(CCCCCC3)C2=O)sc(C)c1-c1ccc(C)cc1	x	-29.4	x	-1.1%
17	O=C(CN1CCN(c2ccccc2O)CC1)NC(=O)NCc1ccco1	x	-17.4	6.1	-2.8%
18	CCn1c(-c2ccccc2Cl)nn(CC(=O)Nc2cc(Cl)ccc2Cl)c1=S	6.3%	-28.8	13.6	-5.7%
19	CCOc1ccccc1C(C(=O)NC1CCCC1)N(Cc1ccco1)C(=O)CNC(=O)c1ccco1 (stereo unspecified)	x	-8.1	12.4	-5.1%
20	CCCC[n+]1ccn(C2=C([O-])c3ccccc3C(=O)/C2=N\S(=O)(=O)c2ccc(Br)cc2)c1	x	12.4	x	-0.4%
21	CC1=C(CC(=O)c2ccccc2)C(=O)c2ccccc2C1=O	-19.5%	3.9	-5.3	-16.8%
22	COC(=O)NCC(c1cccnc1)N1CCOCC1 (stereo unspecified)	x	0.7	-10.1	-1.7%
23	CCc1ccc(/C=N/NC(=O)c2cc(C3CC3)nc3ccc(Br)cc23)s1	0.6%	15.0	1.6	-4.3%
24	O=C(COC(=O)c1ccccc1-c1nc2ccccc2s1)Nc1ccccc1C(F)(F)F	x	0.9	-1.7	-0.4%
25	O=c1[nH]c2cccnc2n1Cc1ccco1	3.4%	u	2.8	5.8%
26	NC(=O)c1sc2nc(N3CCOCC3)c3c(c2c1N)CCCC3	-3.1%	-4.2	u	-9.3%
27	COc1ccc(C2C(C#N)=C(N)N(c3ccccc3)C3=C2C(=O)CCC3)cc1Cn1cc([N+](=O)[O-])cn1 (stereo unspecified)	-6.5%	u	9.6	-7.8%
28	C=CCN1C(=O)CSc2ccc(C(=O)NCc3ccco3)cc21	-17.0%	12.2	6.2	-3.7%
29	CCOCCCNC(=O)C(NC(=O)c1ccc(=O)[nH]c1)c1ccc(C)cc1 (stereo unspecified)	3.3%	u	-2.0	-1.5%
30	Clc1ccc([C@H](Cn2ccnc2)OCc2c(Cl)cccc2Cl)c(Cl)c1	54.8%[activator][25.6 µM]	x	3.4[20.6 µM]	-1.2%[25.6 µM]
31	O=C(O)CCCSc1nc2ccccc2s1	-3.1%[11.4 µM]	x	x	-2.4%[11.4 µM]
32	N#CC(C(=O)NC1CC1)c1nc2ccccc2nc1N1CCCC1 (stereo unspecified)	-8.8%	u	4.8	-14.8%
33	CCN1CCN(CC(O)COC(C)C)CC1 (stereo unspecified)	-5.8%	-4.9	u	5.0%
34	COCCn1c(=O)c(-c2ccc(OC)cc2)nc2cnc(Nc3ccccc3)nc21	1.4%	x	x	-0.2%
35	COc1ccc(C(=O)/C=C(\C)NCc2ccc3c(c2)OCO3)cc1	-7.1%	21.4	11.4	-12.7%
36	COc1ccccc1N1CCN(C(=O)CCCCn2c(=O)[nH]c3ccsc3c2=O)CC1	-0.8%	49.9	-0.8	3.8%
37	O=C(CCCCCn1c(=O)[nH]c2ccsc2c1=O)NCc1ccc(F)cc1	-6.7%	19.7	6.8	0.6%
38	CCCNC(=O)c1nc(C)c(C)nc1C(=O)Nc1cccc(Cl)c1	x	-28.6	x	-2.7%
39	COc1ccc(CC(=O)Nc2nc3ccccc3s2)cc1S(=O)(=O)N1CCOCC1	-2.6%	u	7.6	-3.4%
40	CCOC(=O)c1[nH]c(C)c(C(=O)Nc2ccc(F)cc2)c1C	-3.4%	u	-3.5	-1.3%
41	OC[C@@H]1O[C@@H](n2cnc3c(NC4CCCC4)ncnc32)[C@@H](O)[C@H]1O	-10.0%	x	17.6	-2.7%
42	COc1ccccc1N=c1sc2ccccc2n1C	10.7%	4.8	-2.4	-0.3%
43	Cc1onc(-c2ccccc2)c1C(=O)NNC(=S)NC(=O)c1ccc(Br)cc1	x	u	-9.5	-18.3%
44	CCC(=O)Nc1ccccc1C(=O)OCC(=O)c1cccc2ccccc12	-9.0%	-14.4	-0.6	-2.0%
45	C=CCn1c(Sc2nc(C)cs2)nc2c1c(=O)[nH]c(=O)n2C	6.2%	18.5	3.3	-5.5%
46	COc1ccc(N(CC(=O)Nc2ccc(C)cn2)S(=O)(=O)c2c(C)nn(C)c2C)cc1	1.8%	40.0	8.6	-15.3%
47	COc1ccc2[nH]c(=O)c(COC(=O)c3cccs3)cc2c1	x	59.3	x	1.5%
48	CC(C)NS(=O)(=O)c1ccc(CCC(=O)NCc2cccnc2)cc1	11.6%	0.0	4.3	-3.9%
49	O=C(Oc1ccccc1)N1CCC2(CCCN(c3cccc(-c4ccccc4)c3)C2)CC1	-5.2%	x	x	-7.5%
50	CC1Cc2ccccc2N1c1ncnc2nc[nH]c12 (stereo unspecified)	x	36.3	11.2	-3.0%
51	COc1nc(C)ccc1-c1noc(-c2ccccn2)n1	-2.5%	5.5	-0.4	0.6%
52	COc1cc(OC)cc(-c2nnc(SCC(=O)N3CCCCC3)o2)c1	-3.1%	-26.4	-6.8	-1.7%
53	N#Cc1c(C(F)(F)F)cc(-c2cccs2)nc1SCc1ccc(Cl)nc1	-14.1%	u	-0.7	-4.5%
54	O=C(Nc1cccc(O)c1)c1ccc(Br)cc1	-2.2%	-127.9*	-10.8	-5.5%
55	CCOC(=O)C1CCN(c2ncnc3c2cnn3-c2ccc(Cl)cc2)CC1	x	-24.6	x	-0.7%
56	CC(C)(C)N(NC(=O)Nc1ccccc1)C(=O)c1ccccc1	x	u	x	-0.6%
57	Cc1ccc2c(c1)N(CCCC(=O)NCCC1=CCCCC1)C(=O)CO2	-4.5%	0.4	-1.6	-4.9%
58	Cc1nnc2sc(-c3ccncc3)nn12	11.6%	u	-0.4	-1.8%
59	COC(=O)CSC1=NS(=O)(=O)c2ccccc21	u	u	-2.5	1.4%
60	COCC(=O)Nc1ccc(-c2cn3cccnc3n2)cc1	2.7%	14.2	-24.6	-2.8%

# (further entries)
cpd	molecule	ALOX15B inhib	PNC inhibitor	IMPase cell inh	12-hLO inh
61	CCC(=O)N1CCc2cc(S(=O)(=O)NCCN3CCC(C)CC3)ccc21	4.6%	20.4	-5.1	-3.4%
62	CC1=CC(=NOC(=O)c2cccc([N+](=O)[O-])c2)C=C(C)C1=O	-20.0%	13.4	10.8	-2.8%
63	CCCn1c(SCC(=O)NCc2cccs2)nc2c1c(=O)n(C)c(=O)n2C	-0.8%	5.3	8.8	-4.1%
64	CCOc1ccc(NC(=S)N(CCc2c(C)[nH]c3ccc(C)cc23)Cc2ccncc2)cc1	x	21.2	x	-3.9%
65	C=CCNC(=S)NNC(=O)CCC(O)CCCCC (stereo unspecified)	-2.1%	5.4	4.7	1.1%
66	COC(=O)c1ccc(-c2nc3ccc(C)cc3o2)cc1	-1.5%	28.5	u	-2.7%
67	CCOC(=O)C1CCCN(C(=O)c2cnn3c(C(F)(F)F)cc(-c4ccccc4)nc23)C1 (stereo unspecified)	-0.1%	4.9	u	-6.1%
68	O=S(=O)(c1cnc[nH]1)N1CCCCCC1	-5.1%	13.2	7.5	-6.8%
69	C=CCn1c(SCc2ccc(C#N)cc2)nnc1-c1ccc(C)cc1	-4.5%	23.4	5.7	-11.3%
70	CCc1ccc(N2CC(C(=O)N/N=C/c3cccc([N+](=O)[O-])c3)CC2=O)cc1 (stereo unspecified)	-5.8%	38.9	1.7	-1.7%
71	COC(=O)c1sc2ncccc2c1OCc1ccc(Cl)cc1	5.5%	22.9	5.2	-5.9%
72	S=c1[nH]nc(-c2ccccn2)n1/N=C/c1cccc2ccccc12	x	u	x	-3.7%
73	Cc1sc2nc(C3CC3)nc(SCC(=O)NCc3ccco3)c2c1C	-10.5%	-17.3	-7.1	-12.2%
74	CCS(=O)(=O)NC(C)C(c1cccs1)N1CCN(C)CC1 (stereo unspecified)	0.8%	8.3	15.8	7.2%
75	Cc1[nH]n(C(N)=S)c(=O)c1C(c1ccccc1)C(C#N)C#N (stereo unspecified)	7.6%[2.29 µM]	24.2	-0.3	-22.1%
76	Cc1c(Cl)cccc1-n1c(SCC(=O)N(C)Cc2ccccc2)nnc1-c1ccncc1	1.2%	4.1	1.4	-7.6%
77	O=C(O)CSc1c[nH]c2ccccc12	-9.2%	0.9	1.2	3.4%
78	C=CCNC(=O)CCCOc1ccc(C)cc1	-4.4%	20.8	5.2	-1.0%
79	O=C(NCC1CCCCC1)c1ccco1	-5.2%	16.9	-6.1	-3.4%
80	O=S(=O)(NCC1CCCO1)c1ccc(Cl)c(C(F)(F)F)c1 (stereo unspecified)	-5.3%	-6.8	3.3	0.9%
81	Cc1[nH]c(=S)c(C#N)c(C)c1C(=O)Nc1ccccc1	u	17.6	-13.6	-2.1%
82	C=CCn1c(N)c(C(=O)NC2CCCCC2)sc1=S	-17.9%	-26.1	9.2	-16.1%
83	COc1ccccc1/C=C/C(=O)OCC(=O)c1c(N)n(C)c(=O)n(C)c1=O	x	-29.9	x	0.5%
84	CC(C)NC(=O)CCCC(=O)NC(C)C	x	3.1	x	-0.1%
85	CCS(=O)(=O)N1CCC(C(=O)NC2CCCCCCC2)CC1	-23.5%[11.4 µM]	9.4	-4.2[1.84 µM]	-6.2%

# Exported with values under each structure: 3 of the compounds above
# Every second line gives: ALOX15B inhib, PNC inhibitor, IMPase cell inh, 12-hLO inh
[51] COc1nc(C)ccc1-c1noc(-c2ccccn2)n1
    -2.5%, 5.5, -0.4, 0.6%
[12] CCOC(=O)c1cc(NC(=O)c2ccc(C)cc2)c(=O)oc1-c1ccccc1
    -11.2%, 38.1, -0.5, -1.2%
[61] CCC(=O)N1CCc2cc(S(=O)(=O)NCCN3CCC(C)CC3)ccc21
    4.6%, 20.4, -5.1, -3.4%

# Compound activity as filed in PubChem BioAssay.
